Mtb BioA inh: M. tuberculosis BioA enzyme inhibitors, primary screen, biochemical, plate reader, single point, HTS. 7,8-diaminopelargonic acid synthase BioA (Mycobacterium tuberculosis). purified M. tuberculosis BioA enzyme. inhibition, % at 9.99 µM. 360,000 compounds, 0.096% hits. AID 602481, 2012; in the data active = inhibition above about 40%
* hit, by the source's call; & = joins results of further samples. Some of the compounds tested; rates above refer to the full screens.

SMILES | Mtb BioA inh
C[C@H](CO)N1C[C@H](C)[C@H](CN(C)C(=O)Nc2ccccc2)Oc2ncc(C#Cc3ccc(F)cc3)cc2C1=O | -1.7
C[C@@H]1CN([C@@H](C)CO)C(=O)c2cccc(NC(=O)Nc3ccc4c(c3)OCO4)c2O[C@H]1CN(C)S(C)(=O)=O | 0.4
CCC(=O)Nc1ccc2c(c1)C(=O)N(C)C[C@@H](OC)[C@@H](C)CN(C(=O)c1ccccn1)[C@@H](C)CO2 | 0.9
CC(C)NC(=O)Nc1ccc2c(c1)C(=O)N([C@H](C)CO)C[C@H](C)[C@@H](CN(C)C(=O)Nc1ccc(C(F)(F)F)cc1)OCCCC[C@@H](C)O2 | -0.3
C[C@@H]1CN([C@@H](C)CO)C(=O)c2cc(NC(=O)c3ccncc3)ccc2O[C@H]1CN(C)Cc1ccc(-c2ccccc2)cc1 | -3.7
COc1ccc(S(=O)(=O)Nc2cccc3c2O[C@H](CN(C)S(=O)(=O)c2ccccc2)[C@H](C)CN([C@@H](C)CO)C3=O)cc1 | 0.4
COc1cccc(S(=O)(=O)N[C@@H]2C=C[C@H](CC(=O)NCc3ccc(F)cc3)O[C@@H]2CO)c1 | -2.6
CO[C@H]1CN(C)C(=O)c2ccc(NC(=O)NC(C)C)cc2OC[C@@H](C)N(CC2CC2)C[C@@H]1C | -2.2
CCCNC(=O)Nc1ccc2c(c1)C(=O)N(C)C[C@H](OC)[C@H](C)CN(Cc1cncnc1)[C@@H](C)CO2 | 1.9
C[C@H](CO)N1C[C@H](C)[C@@H](CN(C)C(=O)CCCN(C)C)OCCCC[C@H](C)Oc2ccc(NS(=O)(=O)c3cccs3)cc2C1=O | 1.3
C[C@H]1CCCCO[C@H](CN(C)C(=O)Nc2ccc(F)cc2)[C@@H](C)CN([C@@H](C)CO)C(=O)c2cc(NC(=O)CCCN(C)C)ccc2O1 | 1.8
C[C@H]1CN([C@@H](C)CO)C(=O)c2cc(NS(=O)(=O)c3cccs3)ccc2O[C@@H]1CN(C)S(=O)(=O)c1ccc(Cl)cc1 | -0.5
C[C@H](CO)N1C[C@H](C)[C@H](CN(C)CC2CC2)Oc2ccc(NC(=O)Cc3ccccc3)cc2C1=O | 0.6
CNC[C@H]1Oc2ccc(NC(=O)Cc3ccccc3)cc2CC(=O)N([C@@H](C)CO)C[C@@H]1C | -1.0
CCC(=O)N(C)C[C@H]1Oc2cc(-c3cccc(F)c3)ccc2S(=O)(=O)N([C@@H](C)CO)C[C@H]1C | -0.9
C[C@H]1CCCCO[C@@H](CN(C)S(=O)(=O)c2ccc(Cl)cc2)[C@@H](C)CN([C@@H](C)CO)C(=O)c2cc(N(C)C)ccc2O1 | 0.0
CCCC(=O)Nc1ccc2c(c1)C(=O)N(C)[C@@H]1CC[C@@H](CC(=O)NCc3ccccc3F)O[C@@H]1CO2 | -0.3
O=S(=O)(N[C@H]1CC[C@H](CCn2cc(-c3cccc(F)c3)nn2)O[C@H]1CO)c1ccc(Cl)cc1 | 4.1
CCCC(=O)Nc1ccc2c(c1)C(=O)N(C)[C@H]1CC[C@@H](CC(=O)NCCc3ccncc3)O[C@@H]1CO2 | 1.6
CCCNC(=O)C[C@H]1C[C@@H]2c3cc(NS(=O)(=O)c4ccccc4)ccc3O[C@@H]2[C@H](CO)O1 | -0.9
O=C(C[C@H]1CC[C@H]2[C@@H](COC[C@@H](O)CN2Cc2ccccc2)O1)NCCc1ccccc1 | 0.4
CNC[C@H]1Oc2ccc(NC(=O)Cn3cnnn3)cc2CC(=O)N([C@@H](C)CO)C[C@H]1C | 2.0
C[C@H](CO)N1C[C@H](C)[C@H](CN(C)CC2CCOCC2)Oc2ncc(-c3cncnc3)cc2C1=O | -3.2
Cc1ccc(S(=O)(=O)N(C)C[C@H]2Oc3ccc(NC(=O)Nc4cccc5ccccc45)cc3CC(=O)N([C@H](C)CO)C[C@H]2C)cc1 | 3.6
Cc1ccc(S(=O)(=O)N(C)C[C@@H]2Oc3c(NC(=O)C4CC4)cccc3C(=O)N([C@@H](C)CO)C[C@H]2C)cc1 | -0.8

Next records follow.
SMILES | Mtb BioA inh
CCCC#Cc1cnc2c(c1)C(=O)N([C@H](C)CO)C[C@@H](C)[C@H](CN(C)C(=O)Nc1cc(F)ccc1F)O2 | 6.4
C[C@@H]1CN([C@@H](C)CO)C(=O)c2cc(/C=C/c3ccccc3)cnc2O[C@@H]1CN(C)C(=O)Nc1ccccc1F | 8.8
COCC(=O)Nc1ccc2c(c1)OC[C@H](C)N(C(=O)c1ccccc1)C[C@@H](C)[C@H](OC)CN(C)C2=O | -1.1
C[C@@H]1CN([C@H](C)CO)C(=O)c2cccc(NS(=O)(=O)c3cn(C)cn3)c2O[C@H]1CN(C)C(=O)Nc1ccc(C(F)(F)F)cc1 | -0.7
C[C@@H]1CN([C@@H](C)CO)C(=O)c2cc(C3=CCCCC3)cnc2O[C@H]1CN(C)S(=O)(=O)c1cn(C)cn1 | 4.2
C[C@H]1CN([C@@H](C)CO)C(=O)Cc2cc(NC(=O)Nc3cccc4ccccc34)ccc2O[C@@H]1CN(C)CC1CC1 | 0.3
Cc1ccc(S(=O)(=O)N(C)C[C@@H]2Oc3ccc(NC(=O)C4CCCCC4)cc3C(=O)N([C@H](C)CO)C[C@H]2C)cc1 | -1.5
C[C@@H]1CCCCO[C@@H](CN(C)Cc2ccc(Cl)c(Cl)c2)[C@@H](C)CN([C@H](C)CO)C(=O)c2cc(NS(=O)(=O)c3ccc(Cl)cc3)ccc2O1 | -2.3
C[C@H]1CN([C@@H](C)CO)C(=O)Cc2cc(NC(=O)NC3CCCCC3)ccc2O[C@@H]1CN(C)C(=O)Nc1ccc(F)cc1 | -5.2
C[C@H]1CN([C@@H](C)CO)C(=O)c2cc(NC(=O)Cc3ccccc3)ccc2O[C@@H]1CN(C)Cc1ccncc1 | -1.0
C[C@@H]1CN([C@@H](C)CO)C(=O)c2cc(NC(=O)CCCN(C)C)ccc2O[C@H]1CN(C)Cc1ccccc1 | -0.7
O=C(C[C@@H]1C[C@@H]2c3cc(NS(=O)(=O)c4ccccc4)ccc3O[C@@H]2[C@H](CO)O1)NCC(F)(F)F | -7.2
Cc1ccc(-c2ccc3c(c2)O[C@H](CN(C)CC2CC2)[C@H](C)CN([C@@H](C)CO)S3(=O)=O)cc1 | 0.0
CCCNC(=O)Nc1ccc2c(c1)OC[C@@H](C)N(C(=O)C1CCOCC1)C[C@H](C)[C@@H](OC)CN(C)C2=O | -2.8
CN1c2ccc(-c3ccc(F)cc3)cc2[C@@H]2[C@@H](CCN2C(=O)c2cccc(F)c2)[C@@H]1CO | 2.5
CO[C@H](CN(C)Cc1cc(F)ccc1F)[C@@H](C)CN([C@@H](C)CO)S(=O)(=O)c1ccc(C)cc1 | -0.9
C[C@H](CO)N1C[C@H](C)[C@@H](CN(C)C(=O)CCC(F)(F)F)OCc2ccccc2-c2c(n(C)c3ccccc23)C1=O | 1.9
CCC(=O)N1C[C@@H](C)[C@H](OC)CN(C)C(=O)c2ccc(NC(=O)C3CCOCC3)cc2OC[C@H]1C | -0.9
O=C(NC[C@@H]1[C@H](c2ccccc2)[C@H](CO)N1Cc1ccccn1)C1CC1 | -0.1
C[C@@H]1CN([C@H](C)CO)C(=O)c2cc(NC(=O)Cc3ccccc3)ccc2O[C@@H](C)CCCCO[C@@H]1CN(C)S(=O)(=O)c1ccccc1 | -3.8
C[C@H](CO)N1C[C@H](C)[C@@H](CN(C)Cc2ccc(F)cc2)Oc2cc(C#CC3CC3)ccc2S1(=O)=O | -0.8
O=C(NC[C@@H]1[C@H](c2ccccc2)[C@@H](CO)N1Cc1cccnc1)c1ccccn1 | 5.2
C[C@@H]1CN([C@@H](C)CO)C(=O)c2c(c3ccccc3n2C)-c2ccccc2CO[C@@H]1CN(C)C(=O)CCN(C)C | -4.1
COc1cccc(S(=O)(=O)N[C@H]2CC[C@H](CCNC(=O)Cc3ccncc3)O[C@@H]2CO)c1 | -2.5
Cc1ccc(S(=O)(=O)N[C@@H]2C=C[C@@H](CC(=O)NCCN3CCCCC3)O[C@H]2CO)cc1 | 0.8

Random excerpt: 2 compounds from above.
SMILES | Mtb BioA inh
CO[C@H]1CN(C)C(=O)c2ccc(NC(=O)NC(C)C)cc2OC[C@@H](C)N(CC2CC2)C[C@@H]1C | -2.2
CO[C@H](CN(C)Cc1cc(F)ccc1F)[C@@H](C)CN([C@@H](C)CO)S(=O)(=O)c1ccc(C)cc1 | -0.9

Other results follow.
SMILES | Mtb BioA inh
CC=Cc1ccc2n(c1=O)C[C@H]1[C@H](CO)[C@@H](C(=O)N3CCCCC3)N(C(=O)CC)[C@@H]21 (mixture of isomers) | -0.9
CNC[C@@H]1Oc2ccc(NC(=O)Cc3ccccc3)cc2C(=O)N([C@H](C)CO)C[C@H]1C | -0.5
CCN(C[C@H]1N[C@H](CO)[C@@H]1c1ccc(-c2ccc(F)cc2)cc1)C(=O)COC | 0.0
C[C@@H]1CCCCO[C@@H](CN(C)S(=O)(=O)c2ccc(F)cc2)[C@@H](C)CN([C@H](C)CO)C(=O)c2cc(NC(=O)CCCN(C)C)ccc2O1 | 1.2
O=C(NCC[C@H]1CC[C@@H](NS(=O)(=O)Cc2ccccc2)[C@@H](CO)O1)C1CCCCC1 | -2.3
C/C=C/c1ccc2c(c1)O[C@H](CN(C)C(=O)Nc1ccc(F)cc1)[C@@H](C)CN([C@@H](C)CO)S2(=O)=O | 1.1
CC=Cc1ccc2n(c1=O)C[C@H]1[C@H](CO)[C@@H](C(=O)NCc3ccccc3F)N(S(C)(=O)=O)[C@@H]21 (mixture of isomers) | 0.9
CC(=O)N1[C@H](CNC(=O)CN2CCOCC2)[C@@H](c2ccccc2)[C@@H]1CO | -2.2
C[C@@H]1CN([C@H](C)CO)C(=O)c2cc(NC(=O)Nc3ccc(F)cc3)ccc2O[C@H]1CN(C)Cc1ccc(C(F)(F)F)cc1 | -0.5
CN1C(=O)c2cc(NS(=O)(=O)c3ccc(Cl)cc3)ccc2OC[C@H]2O[C@@H](CC(=O)N3CCc4ccccc4C3)CC[C@@H]21 | -2.9
CCC(=O)N(C)C[C@@H]1Oc2ncc(C#Cc3ccccc3OC)cc2C(=O)N([C@H](C)CO)C[C@@H]1C | -4.9
COc1cccc(S(=O)(=O)N2C[C@@H](O)COC[C@H]3O[C@H](CC(=O)NCCCN4CCOCC4)CC[C@@H]32)c1 | -0.8
CCNC(=O)C[C@@H]1CC[C@@H]2[C@H](COC[C@H](O)CN2C(=O)Nc2ccc(C(F)(F)F)cc2)O1 | -1.9
CS(=O)(=O)Nc1ccc2c(c1)[C@@H]1C[C@@H](CC(=O)NCc3ccc(Cl)cc3)O[C@@H](CO)[C@@H]1O2 | 0.0
O=C(NCC[C@@H]1CC[C@H](NC(=O)Nc2cc(F)ccc2F)[C@H](CO)O1)Nc1ccc(Cl)cc1 | 18.2
C[C@@H]1CN([C@@H](C)CO)C(=O)c2cc(C3=CCCCC3)cnc2O[C@H]1CN(C)C(=O)c1ccccc1 | 7.6
C[C@@H](O)C#Cc1ccc2c(c1)O[C@H](CN(C)CC1CC1)[C@@H](C)CN([C@@H](C)CO)S2(=O)=O | -1.3
Cc1noc(C)c1S(=O)(=O)N(C)C[C@H]1Oc2ccc(NS(=O)(=O)c3ccccc3)cc2C(=O)N([C@H](C)CO)C[C@H]1C | -0.2
CCCNC(=O)[C@H]1[C@H](CO)[C@H]2Cn3c(ccc(-c4ccc(F)cc4)c3=O)[C@H]2N1C | 2.0
OC[C@@H]1[C@@H](c2ccc(-c3ccccc3)cc2)[C@H]2CN(Cc3cncnc3)CCCCN12 | -6.0
CC(C)NC(=O)Nc1ccc2c(c1)C(=O)N([C@H](C)CO)C[C@@H](C)[C@@H](CN(C)CC1CCCCC1)OCCCC[C@@H](C)O2 | 4.4
CNC(=O)C[C@@H]1CC[C@@H]2[C@@H](COc3ccc(NC(=O)c4cc(C)on4)cc3C(=O)N2C)O1 | 0.3
C[C@H](CO)N1C[C@H](C)[C@@H](CN(C)C(=O)NC2CCCCC2)Oc2ccc(NC(=O)CCN3CCOCC3)cc2CC1=O | 0.4
C[C@H](CO)N1C[C@H](C)[C@H](CN(C)S(C)(=O)=O)Oc2c(NC(=O)c3ccc(-c4nccs4)cc3)cccc2C1=O | -1.9
C[C@H](CO)N1C[C@H](C)[C@H](CN(C)C(=O)NC2CCCC2)Oc2ncc(-c3ccccc3)cc2C1=O | -0.1&-0.4

Next compounds:
SMILES | Mtb BioA inh
CCCN(C)C[C@H]1OCCCC[C@@H](C)Oc2ccc(NS(=O)(=O)c3cccs3)cc2C(=O)N([C@@H](C)CO)C[C@@H]1C | -1.4
C[C@@H]1CN([C@H](C)CO)C(=O)c2cc(Br)cnc2O[C@H]1CN(C)CC1CCCC1 | 0.7
COc1cccc(-c2ccc3c(c2)O[C@H](CN(C)C(=O)C2CCCCC2)[C@@H](C)CN([C@@H](C)CO)S3(=O)=O)c1 | -0.5
Cc1ccc(S(=O)(=O)N(C)C[C@H]2OCCCC[C@@H](C)Oc3ccc(NC(=O)C4CCCCC4)cc3C(=O)N([C@H](C)CO)C[C@@H]2C)cc1 | -0.6

Filtered by structure, the entries above containing two or more sulfur atoms.
SMILES | Mtb BioA inh
COc1ccc(S(=O)(=O)Nc2cccc3c2O[C@H](CN(C)S(=O)(=O)c2ccccc2)[C@H](C)CN([C@@H](C)CO)C3=O)cc1 | 0.4
C[C@H](CO)N1C[C@H](C)[C@@H](CN(C)C(=O)CCCN(C)C)OCCCC[C@H](C)Oc2ccc(NS(=O)(=O)c3cccs3)cc2C1=O | 1.3
C[C@H]1CN([C@@H](C)CO)C(=O)c2cc(NS(=O)(=O)c3cccs3)ccc2O[C@@H]1CN(C)S(=O)(=O)c1ccc(Cl)cc1 | -0.5
Cc1noc(C)c1S(=O)(=O)N(C)C[C@H]1Oc2ccc(NS(=O)(=O)c3ccccc3)cc2C(=O)N([C@H](C)CO)C[C@H]1C | -0.2
C[C@H](CO)N1C[C@H](C)[C@H](CN(C)S(C)(=O)=O)Oc2c(NC(=O)c3ccc(-c4nccs4)cc3)cccc2C1=O | -1.9
CCCN(C)C[C@H]1OCCCC[C@@H](C)Oc2ccc(NS(=O)(=O)c3cccs3)cc2C(=O)N([C@@H](C)CO)C[C@@H]1C | -1.4

Screening data: PubChem, Broad Institute
